SNCA expr inh – reduces expression of the alpha-synuclein gene | HEK-293 SNCA-luciferase knock-in, luminescence, 24 h | Potency, µM (titrated, usually from 57.2 µM), for inactives: at the highest dose activity change, negative = inhibition, usual class: inhibitors | 140,000 compounds, 0.17% hits | AID 1671194;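 further: potency means the concentration at half of the fitted maximal effect; plate controls were DMSO cells for no effect and cell-free wells for full effect; nearly all actives have a fitted effect of over 45% in size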
HEK cytotox – kills HEK 293 cells; HEK 293 viability, ATP luminescence (CellTiter-Glo), 48-72 h; Potency, µM (series often up to 115 µM), for inactives: top-dose activity change, negative = cytotoxicity, most hits filed as inhibitors; 94,000 compounds, 6.6% hits; AID 1345083; further: potency means the concentration at half of the fitted maximal effect; nearly all actives have a fitted effect of over 60% in size
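Luminescence from cellular ATP, measured with CellTiter-Glo, indicates HEK 293 viability. Cells plated at 250 cells/well are treated with compound for 48 or 72 hr at 37 degree Celsius before reagent addition.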
IP6K1 inhibitor – blocks human inositol hexakisphosphate kinase 1 | Q92551 | 140,000 compounds, 0.81% hits | IP6K1 kinase, ADP-Glo luminescence, 2 h; stronger effect = lower value | AID 1645851 | activity change, % (series mostly up to about 58 µM); in the data active means activity change below about -25%
Target sequence (Q92551 whole entry, looked up): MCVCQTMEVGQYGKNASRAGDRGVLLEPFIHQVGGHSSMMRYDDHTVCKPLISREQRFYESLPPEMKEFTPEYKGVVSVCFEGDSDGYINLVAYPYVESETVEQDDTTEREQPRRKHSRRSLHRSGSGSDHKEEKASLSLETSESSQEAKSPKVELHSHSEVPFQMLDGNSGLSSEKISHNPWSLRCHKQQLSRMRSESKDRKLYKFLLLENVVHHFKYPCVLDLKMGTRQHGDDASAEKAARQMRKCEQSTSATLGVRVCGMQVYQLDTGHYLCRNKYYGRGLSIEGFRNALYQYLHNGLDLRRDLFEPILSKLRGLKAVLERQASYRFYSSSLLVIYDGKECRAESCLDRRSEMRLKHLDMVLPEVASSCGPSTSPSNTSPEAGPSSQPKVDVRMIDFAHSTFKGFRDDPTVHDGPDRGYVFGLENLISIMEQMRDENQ
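ADP-Glo luminescence measures ADP made by human IP6K1 during a 2 h RT reaction with ATP/IP6 (mix at 1.3 mM/130 uM); top library doses 57.5 and 19.1 uM final.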
FLuc inh – inhibitors of firefly (Photinus pyralis) luciferase; P08659; purified P. pyralis luciferase, luminescence, biochemical; Potency, µM (top dose mostly 115 µM), for the others: at the highest dose activity change, negative = inhibition, actives largely listed as inhibitors; 76,000 compounds, 2.5% hits; further: potency means the concentration at half of the fitted maximal effect; nearly all actives have a fitted effect of over 65% in size
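FLuc 10nM, D-luciferin 10uM, ATP 10uM, Mg acetate 10mM, Tris acetate pH 7.5, Tween/BSA; cpd qHTS; enzyme added last; CCD luminescence.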
3T3 cytotox – kills NIH 3T3 cells. NIH 3T3 viability, CellTiter-Glo ATP luminescence, 48-72 h. Potency, µM (doses to about 96.7 µM), without a hit: at the top dose activity change, negative = cytotoxicity, actives largely listed as inhibitors. 94,000 compounds, 4.3% hits. AID 1345082; further: potency means the concentration at half of the fitted maximal effect; nearly all actives have a fitted effect of over 55% in size
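Luminescent ATP readout (CellTiter-Glo, 10 min RT) after 48 or 72 hr compound exposure of NIH 3T3 cells seeded at 400 cells/well in 1536-well format; quantitative HTS.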
GPT2 inhibitor – inhibitors of human GPT2 alanine aminotransferase; Q8TD30; Recombinant GPT2, coupled pyruvate oxidase/HRP Amplex Red fluorescence; Potency, µM (titrated, usually from 57.7 µM), for the others: top-dose activity change, negative = inhibition, most hits filed as inhibitors; 100,000 compounds, 0.25% hits; AID 1671188; further: potency means the concentration at half of the fitted maximal effect; nearly all actives have a fitted effect of over 60% in size; many of its hits are not listed in these tables
Target sequence (Q8TD30 whole entry, looked up): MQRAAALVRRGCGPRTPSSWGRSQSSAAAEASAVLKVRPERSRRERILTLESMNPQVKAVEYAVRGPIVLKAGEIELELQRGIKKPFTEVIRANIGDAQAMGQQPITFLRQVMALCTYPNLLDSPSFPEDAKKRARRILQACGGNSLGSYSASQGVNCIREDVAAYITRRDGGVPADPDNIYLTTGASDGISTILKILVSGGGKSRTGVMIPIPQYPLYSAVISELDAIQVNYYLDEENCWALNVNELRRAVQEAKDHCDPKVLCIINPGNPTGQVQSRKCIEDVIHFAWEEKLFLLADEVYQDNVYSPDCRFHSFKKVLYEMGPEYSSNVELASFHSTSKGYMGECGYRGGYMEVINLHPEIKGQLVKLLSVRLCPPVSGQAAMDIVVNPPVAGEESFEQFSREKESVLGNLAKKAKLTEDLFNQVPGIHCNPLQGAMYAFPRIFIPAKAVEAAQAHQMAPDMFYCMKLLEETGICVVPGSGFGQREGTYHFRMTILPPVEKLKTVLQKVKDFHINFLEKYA
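Fluorescence read-out: pyruvate from GPT2 turnover coupled to pyruvate oxidase, HRP and Amplex Red (0.2mM ThPP, 0.2U/mL PO and HRP, 50uM Amplex final). Substrates 250uM a-KG, 2mM L-alanine; enzyme 10ng/uL; 30 min RT.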
HEK293 viab – reduces viability of HEK-293 SNCA reporter cells. HEK-293-SNCA-luc viability, GF-AFC fluorescence, 24 h. Potency, µM (top dose mostly 57.1 µM), for the others: at the top dose activity change, negative = cytotoxicity, usual class: cytotoxic. 150,000 compounds, 0.12% hits. AID 1671193;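 further: potency means the concentration at half of the fitted maximal effect; 0% = DMSO-treated cells and -100% = medium-only wells without cells; nearly all actives have a fitted effect of over 30% in size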
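HEK-293-SNCA-luc cells (1500/well) plated 24 h, then exposed 24 h to a dilution series; GF-AFC added 30 min at 37C, fluorescence 405/540 nm; normalised to medium-only and DMSO wells, Hill fit.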
* hit, by the source's call; i = inactive; u = inconclusive; x = no result given; [ ] = remark or other dose. Unless noted, the call rests on the fitted dose curve; in most records, active means well fitted curve in the direction sought with a large enough effect; inconclusive means small, poorly fitted or top-dose-only effect, or another doubt; inactive means no such curve, though single readings can be large; an effect the other way counts as inactive or inconclusive. Unless noted, on the % scale 0 is the no-effect control and ±100 the full control effect.

SMILES	SNCA expr inh	HEK cytotox	IP6K1 inhibitor	FLuc inh	3T3 cytotox	GPT2 inhibitor	HEK293 viab
Cc1ccc(C)c(C(=O)NC2CCN(c3cc(C(F)(F)F)nc(C)n3)CC2)c1	-15%	u	11	-2%	-29%	i	-9%
CN1CC2(CCN(C(=O)c3cccn3C)CC2)CC(c2ccccc2)C1=O (centres undefined)	-11%	-20%	16	8%	-19%	-6%[11.5 µM]	-13%
O=C1CCC2(CCCO2)CCN1Cc1cccc(F)c1 (centres undefined)	-18%	-1%	28	-1%	-19%	-5%[11.5 µM]	-2%
CCN1CCN(C(=O)c2cc(-c3ccccc3)cn2C)CC1	5%	-5%	5	9%	1%	4%	2%
COC(=O)[C@]1(CC(C)C)N[C@H](c2cc(C(C)C)no2)[C@@H]2C(=O)N(C)C(=O)[C@@H]21	u	4%	12	-5%	u	-2%	9%
COc1ccccc1C(=O)N1CCCC1C(=O)N1CCC(c2nc3ncccc3[nH]2)CC1 (centres undefined)	10%	-2%	5	x	u	-41%	-18%
Cc1ccc(COc2ccc3oc(-c4ccccc4)c(C(=O)O)c3c2)cc1	4%	x	-9	x	x	x	4%
Cc1noc(C)c1[S+](=O)([O-])N1CCC2(CCN(Cc3cccs3)c3ccccc3O2)CC1	47%[activator]	u	-13	9%	u	-10%	-6%
Cc1noc(C)c1S(=O)(=O)N1CCC2(CC1)C(=O)N(C)c1ccccc12	u	u	5	-3%	-5%	i	7%
Nc1nc(C2CC(O)C2)cc(N2CCC(CCN3CCCC3=O)CC2)n1 (centres undefined)	-6%	-9%	4	-8%	-16%	-28%	-9%
CCOc1ccc(NC(=O)CC2C(=O)N(c3cccc(OC)c3)C(=O)N2C2CCCCC2)cc1 (centres undefined)	-10%	x	-10	x	x	x	-18%
O=C(c1ccccn1)N1CC(Oc2ccc3c(c2)OCO3)C1	151%[activator]	u	-1	x	-12%	i	11%
O=C(O)[C@]12CCCN[C@@H]1CCN(c1cc(N3CCOCC3)ncn1)C2	u	-2%	0	-14%	-1%	i	-16%
C=CCN(CC=C)C(=O)c1c(-c2ccccc2)noc1[C@H](C)O	-3%[87.6 µM]	-30%[172 µM]	-11	0%[172 µM]	-22%[138 µM]	4%[88.5 µM]	-1%[87.6 µM]
O=C(c1cccc(Cl)c1)N1c2ncnn2C2(CCCCC2)[C@@H]2CCCC[C@@H]21	u	x	-13	x	x	x	-11%
O=C(c1ccccc1F)N1CCC2(CC1)CCN(Cc1cccs1)c1ccccc1O2	-2%	u	-7	-7%	u	-8%	-19%
CC(=O)O[C@@H]1[C@@H](O)[C@H](C)O[C@@H](O[C@H]2[C@@H]3C=CO[C@@H](O[C@@H]4O[C@H](CO)[C@@H](O)[C@H](O)[C@H]4O)[C@@H]3[C@@]3(CO)O[C@@H]23)[C@@H]1OC(=O)/C=C/c1ccccc1	x	x	-11	x	x	2%[17.1 µM]	1%[23.9 µM]
Cc1ccc(NC(=O)Nc2ccc(C)n(CC(=O)NC3CCCC3)c2=O)cc1	-16%	u	-10	0.4µM*	u	-9%	-11%
O=C1N(Cc2ccccc2Cl)c2ccccc2C1(O)c1c[nH]c2ccccc12 (centres undefined)	u	x	1	x	x	x	-13%
CCc1ccc(CNC(=O)CSc2cc(=O)n(CC)c3ccccc23)cc1	u	x	-4	x	x	x	-4%
Cc1ccc(/C=C/c2nc3ccccc3n2S(=O)(=O)c2cccc(Cl)c2)cc1	u	x	-51*	x	x	x	-13%
O=C(O)c1cccc(CN2CC(COc3ccccc3)C3(C2)CN(c2ccccc2)C3)c1 (centres undefined)	7%[87.6 µM]	u	-1	1%[172 µM]	-20%[138 µM]	i	4%[87.6 µM]
Cc1nc(N2CCOCC2)c2c(C(=O)N3CCN(c4ccc(Cl)cc4)CC3)c(C)oc2n1	-19%	x	-11	x	x	x	6%
COC1CCN(C(=O)c2ccnc(-c3nnc4ccc(N5CCOCC5)nn34)c2)CC1	-1%[87.6 µM]	-10%[172 µM]	-12	-21%[172 µM]	u	-12%[88.5 µM]	-5%[87.6 µM]
O=C(NCCCN1CCOCC1)c1noc(-c2ccc[nH]c2=O)n1	-23%	-2%	-8	-6%	i	3%	2%
Cc1csc(NC(=O)c2ccc(COc3cccc(Cl)c3)o2)n1	x	x	-12	x	x	4%	-7%
CC(=O)NC1(C)CCN(Cc2ccc(-c3cccc(Cl)c3)cc2)C1 (centres undefined)	-4%[87.6 µM]	89µM*	-1	-24%[172 µM]	u	-1%[88.5 µM]	-11%[87.6 µM]
Cc1noc(C)c1-c1cc2c(cc(C)n2C)c(-c2cnn(C)c2)n1	42%[activator][87.6 µM]	u	-7	-17%[172 µM]	40µM*	-11%[88.5 µM]	1%[87.6 µM]
Cc1cn2c(=O)cc(COC(=O)c3ccccc3F)nc2s1	51%[activator]	x	7	x	x	x	5%
CCCc1cc(=O)[nH]c(SCc2nc(-c3ccccc3)no2)n1	-17%	x	11	x	x	x	10%
CC(C)(C)OC(=O)N1CC(Nc2ccc(Oc3ccccc3)cc2)C1	15%	89µM*	-11	x	u	i	4%
Cc1ccc(NC(=O)CSc2nc3ccc(Br)cc3[nH]2)c(C)c1	11%	x	7	x	x	x	7%
Cc1nn(CC(=O)NCCN2CCCCCC2)c(=O)c2nc(-c3ccccc3)sc12	23%	-1%	24	-4%	0%	i	-2%
NCCNS(=O)(=O)c1cccc2c(Cl)cccc12	29%	x	x	x	x	i	1%
Cc1cc(C(=O)N[C@@H]2CCC[C@@H](C(=O)NCc3cc(F)cc(F)c3)CC(=O)N(C)C2)no1	-5%	-17%	11	-14%	-20%	2%	-4%
O=C1NCCCCCN(Cc2cn[nH]c2-c2cccs2)[C@H]2CCC[C@@H]12	-2%	-9%	-14	3%	-29%	i	0%
Cc1cc2c(c(=O)n(-c3ccc(F)cc3)c(=O)n2CC(=O)Nc2cc(F)ccc2F)n1C	-12%	-3%	-1	2%	-9%	i	-28%
Cc1noc(C)c1Cn1cnc(-c2ccccc2)c1-c1ccc(CO)o1	42%[activator]	-22%	-2	-1%	i	i	1%
CCOc1ccc(N(CC)S(=O)(=O)N2CCCC(C(=O)Nc3ccc(OC)c(Cl)c3)C2)cc1 (centres undefined)	-21%	x	9	x	x	x	0%
O=C(c1ccccc1)N1CCCC(C(=O)N2CCC(c3nc4ncccc4[nH]3)C2)C1 (centres undefined)	-9%	i	21	x	-3%	2%	7%
O=C(NCc1ccncc1)C1CC(=O)N(c2n[nH]c3ccccc23)C1 (centres undefined)	13%	-5%	13	0%	i	-10%	6%
Cc1cc(C(=O)N2CC(N(C)Cc3cccnc3)C2)n[nH]1	35%[activator]	6%	1	u	i	1%	-9%
O=C(Cc1ccc(Cl)cc1)N1CCC(N2CC3CC(C2)[C@H]2CCCC(=O)N2C3)CC1 (some centres undefined)	-3%	-17%	6	-9%	-7%	i	2%
Cc1cccc(C(=O)N2CCC(c3noc(COc4cccnc4)n3)CC2)c1	3%	u	14	3%	u	i	-14%
Cc1ccc(-c2nc(C3CC(=O)N(c4ccc(F)c(Cl)c4)C3)no2)cc1C (centres undefined)	u	12%	3	-2%	-6%	2%	-8%
Cn1ncc(N2CCN(c3cc(C4CC(O)C4)nc(N)n3)CC2)cc1=O (centres undefined)	-2%	i	-4	3%	4%	-3%	-8%
Cn1c(Cn2cccn2)nnc1C1CC(NC(=O)c2ccc(CO)o2)C1 (centres undefined)	25%	i	1	-5%	-1%	i	7%
COCC(=O)NCCNC(=O)c1ccc(-c2cccc(C(F)(F)F)c2)cc1	x	u	13	x	u	x	x
O=C(NC1CCN(c2cc(-c3ccc(Cl)cc3)[nH]n2)C1)c1ccc2cc[nH]c2c1 (centres undefined)	-19%	u	0	-7%	u	u	-19%
CCCOC(=O)c1ccc(Cn2nnc3sc4c(c3c2=O)CCC(C)C4)cc1 (centres undefined)	26%	x	3	x	x	x	4%
CC(C)NC(=O)NCC1(COc2ccccc2)C[C@@H](O)[C@@H](O)C1 (some centres undefined)	-9%[87.6 µM]	-8%[172 µM]	-2	-5%[172 µM]	-9%[138 µM]	-6%[88.5 µM]	-1%[87.6 µM]
CC1(C)[C@H](Cc2cc(COC(=O)c3cccs3)on2)C[C@@H]1NC(=O)c1cccs1	-2%[87.6 µM]	u	14	-2%[172 µM]	u	-12%[88.5 µM]	-5%[87.6 µM]
CN1CCN(c2oc(/C=C/c3ccc(F)cc3)nc2C#N)CC1	-1%	x	-5	x	x	x	11%
Cn1cc(C(=O)N2CCC(c3noc(-c4ccccc4)n3)C2)cn1 (centres undefined)	1%	-10%	-2	-1%	-24%	-14%	2%
O=C(NCCc1ccccn1)c1ccc(OC2CCNCC2)nc1	u	u	-7	7.9µM*	u	i	-8%
O=C1OC(c2ccc(O)cc2)C(O)=C1Cc1ccccc1 (centres undefined)	x	x	-2	x	x	-20%	-17%
CN(C)C(=O)N1Cc2ccccc2OC2(CCN(C(=O)CCC(=O)OC(C)(C)C)CC2)C1	12%	i	-2	x	i	-11%	-19%
Cc1c(C(=O)NCc2ccccc2Br)oc2c1-c1[nH]ncc1CC2	46%[activator]	x	0	x	x	x	-13%
O=C(c1cccc(-n2cccn2)c1)N1CCOCC(O)(CN2CCCC2)C1 (centres undefined)	1%	i	-3	1%	4%	i	-11%
Cc1ccc(-n2nnc(-c3nc(-c4cccs4)no3)c2N)cc1C	32%	x	-4	x	x	x	-17%
CNC(=O)N1CCC(C2CCN(C(=O)c3ccccc3OC(F)(F)F)C2)CC1 (centres undefined)	-26%	i	0	9%	i	0%	-2%[12.5 µM]
O=C(Cc1ccccc1)N1CC2CC(C1)[C@H]1CCCC(=O)N1C2 (some centres undefined)	12%	0%	2	0%	1%	5%	9%

5 records drawn at random from those above:
SMILES	SNCA expr inh	HEK cytotox	IP6K1 inhibitor	FLuc inh	3T3 cytotox	GPT2 inhibitor	HEK293 viab
O=C(Cc1ccc(Cl)cc1)N1CCC(N2CC3CC(C2)[C@H]2CCCC(=O)N2C3)CC1 (some centres undefined)	-3%	-17%	6	-9%	-7%	i	2%
CN1CCN(c2oc(/C=C/c3ccc(F)cc3)nc2C#N)CC1	-1%	x	-5	x	x	x	11%
O=C(NCCc1ccccn1)c1ccc(OC2CCNCC2)nc1	u	u	-7	7.9µM*	u	i	-8%
COCC(=O)NCCNC(=O)c1ccc(-c2cccc(C(F)(F)F)c2)cc1	x	u	13	x	u	x	x
O=C(Cc1ccccc1)N1CC2CC(C1)[C@H]1CCCC(=O)N1C2 (some centres undefined)	12%	0%	2	0%	1%	5%	9%
